Compound activity deposited in PubChem by National Center for Advancing Translational Sciences (NCATS).
RGS4 inh: inhibitors of human regulator of G protein signaling 4. P49798. Transcreener GDP fluorescence polarization, RGS4-accelerated GTP hydrolysis. Potency, µM (titrated, usually from 114 µM), without a hit: top-dose activity change, negative = inhibition, most hits filed as inhibitors. 0.039% of 390,000 active. AID 504845; also: % is scaled to controls: 0 for no effect and ±100 for the full control effect; nearly all actives have a fitted effect of over 75% in size; some results filed as inactive show a strong effect at the top dose
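MLSMR compounds (23 nl, pin-transferred) preincubated 10 min at room temperature with a 500nM (2x) first reagent, then RGS4 at 900nM (2x) plus Transcreener GDP mix added; fluorescence polarization (620/688 nm) read before and after 90 min at 30 °C.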
HP1b binding inh: inhibitors of HP1-beta chromodomain binding to methylated histone tails; P83916; Potency, µM (series often up to 114 µM), without a hit: top-dose activity change, negative = inhibition, usual class: inhibitors; AlphaScreen HP1-beta / biotin-H3K9me3 peptide binding; 0.56% of 390,000 active; also: nearly all actives have a fitted effect of over 70% in size; inactives centre near 23
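HP1-beta protein (50 nM final) preincubated 30 min at room temperature with biotinylated H3(1-18)K9me3 peptide (50 nM) in PBS pH 7.4, 0.01% Tween-20, then compound added for 30 min. AlphaScreen streptavidin donor/nickel chelate acceptor beads (10 ug/mL final), 30 min dark, luminescence read.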
GLS inh: blocks human kidney-isoform glutaminase activity; 0.21% of 410,000 active; O94925; Potency, µM (top dose mostly 45.5 µM), for the others: at the top dose activity change, negative = inhibition, most hits filed as inhibitors; GLS enzymatic activity, qHTS titration; also: % is scaled to controls: 0 for no effect and ±100 for the full control effect
Target sequence (O94925 whole entry, looked up, canonical isoform): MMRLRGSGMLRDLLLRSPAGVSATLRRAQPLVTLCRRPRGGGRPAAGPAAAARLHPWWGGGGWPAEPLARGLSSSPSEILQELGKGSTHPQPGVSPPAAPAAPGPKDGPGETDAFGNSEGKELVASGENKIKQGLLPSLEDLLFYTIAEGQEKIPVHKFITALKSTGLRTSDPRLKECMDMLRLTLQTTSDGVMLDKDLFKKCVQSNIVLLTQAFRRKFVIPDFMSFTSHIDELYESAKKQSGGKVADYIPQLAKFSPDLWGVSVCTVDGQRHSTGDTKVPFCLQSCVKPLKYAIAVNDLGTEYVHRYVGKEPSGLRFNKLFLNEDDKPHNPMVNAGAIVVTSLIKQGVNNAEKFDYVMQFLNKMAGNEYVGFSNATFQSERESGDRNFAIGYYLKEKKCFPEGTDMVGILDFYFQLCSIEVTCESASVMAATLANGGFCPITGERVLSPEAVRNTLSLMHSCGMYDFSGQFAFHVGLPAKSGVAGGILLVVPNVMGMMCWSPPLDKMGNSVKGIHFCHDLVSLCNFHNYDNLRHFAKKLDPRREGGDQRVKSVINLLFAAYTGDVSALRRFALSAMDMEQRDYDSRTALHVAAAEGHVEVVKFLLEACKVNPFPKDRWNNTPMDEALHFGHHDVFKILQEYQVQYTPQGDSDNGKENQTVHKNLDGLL
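Human kidney-isoform GLS in 45 mM KH2PO4 pH 8.2, 0.02% Tween-20, with compound, started with 1mM L-Glutamine (added stock). Glutamate oxidase/HRP/Amplex red coupled fluorescence read at start and after 30 min at RT.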
ERG Ets-DNA blk: blocks human ERG Ets domain binding to DNA; Potency, µM (series often up to 76.9 µM), for inactives: at the top dose FP activity, negative = inhibition, actives largely listed as inhibitors; 0.028% of 370,000 active; AID 624246; fluorescence polarization, His-ERG Ets domain / labelled DNA; active = well fitted inhibition curve with a large enough effect in the polarisation, with a control signal flat; inconclusive = small, poorly fitted or top-dose-only effect, or effect the other way, or a change in a side signal; inactive = no such curve, though single readings can be large or run the other way; the % refers to the polarisation;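 also: polarization taken with two DNA probes labelled with fluorescein and Texas red; % of control where 0% means no effect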
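His-tagged ERG Ets domain (1 uM in the protein solution; 300mM KCl, 50mM Tris-HCl, 1mM EDTA, 1mM DTT, pH 7.5) received compound, then a probe mix of 5 nM fluorescein-DNA and 100nM Texas-615-DNA. Fluorescence polarization was read for both dyes.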
JMJD2A Tudor inh: inhibitors of human JMJD2A Tudor domain; Potency, µM (top dose mostly 114 µM), inactives show at the highest dose activity change, negative = inhibition, hits mostly inhibitors; AID 504339; AlphaScreen JMJD2A-Tudor / H3K4me3 peptide binding; O75164; 4.4% of 390,000 active; also: % is scaled to controls: 0 for no effect and ±100 for the full control effect; nearly all actives have a fitted effect of over 50% in size
12-LOX inh: inhibitors of human 12S-lipoxygenase ALOX12 | P18054 | purified 12hLO, xylenol orange hydroperoxide absorbance | Potency, µM (doses to about 108 µM), for inactives: top-dose activity change, negative = inhibition, usual class: inhibitors | 1.1% of 580,000 active; also: % is scaled to controls: 0 for no effect and ±100 for the full control effect
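Purified human 12hLO at 150 nM in 25 mM Hepes, 0.01% Triton X-100, pH 7.0, preincubated 15 min at room temperature with compound. Reaction started with 40 uM arachidonic acid, 30 min at room temperature. Hydroperoxide measured by Fe-xylenol orange, 573/405 nm absorbance ratio.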
Pin1 inh: inhibitors of human Pin1; Pin1 FP peptide displacement, HiFluor488, 10 min; 0.009% of 390,000 active; Potency, µM (doses to about 115 µM), for the others: at the top dose activity, negative = inhibition, most hits filed as inhibitors; AID 504891; active = well fitted inhibition curve with a large enough effect in the polarisation, with a control signal flat, not every such curve was filed as active; inconclusive = small, poorly fitted or top-dose-only effect, or effect the other way, or a change in a side signal; inactive = no such curve, though single readings can be large or run the other way; the % refers to the polarisation; also: % is scaled to controls: 0 for no effect and ±100 for the full control effect
TrxR1 inh: blocks rat thioredoxin reductase 1. O89049. recombinant rTrxR1, NADPH fluorescence consumption, selenite substrate. 1% of 390,000 active. AID 588453. Potency, µM (titrated, usually from 114 µM), inactives show top-dose activity change, negative = inhibition, usual class: inhibitors; also: % is scaled to controls: 0 for no effect and ±100 for the full control effect; nearly all actives have a fitted effect of over 65% in size
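Rat TrxR1 (90 nM in the dispensed reagent) was pre-reduced with 400 uM NADPH for 5 min at room temperature, then incubated with compound for 15 min. After 400 uM selenite was added, NADPH fluorescence (Ex 340/Em 450 nm) was followed for 8 min.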
Tb PGK inh: blocks T. brucei phosphoglycerate kinase; P07378; PGK/GAPDH coupled, Kinase-Glo luminescence, 60 min; Potency, µM (highest dose often 57.5 µM), for the others: at the top dose activity change, negative = inhibition, usual class: inhibitors; 0.043% of 380,000 active; AID 602233; also: % is scaled to controls: 0 for no effect and ±100 for the full control effect; nearly all actives have a fitted effect of over 60% in size
Target sequence (P07378 whole entry, looked up): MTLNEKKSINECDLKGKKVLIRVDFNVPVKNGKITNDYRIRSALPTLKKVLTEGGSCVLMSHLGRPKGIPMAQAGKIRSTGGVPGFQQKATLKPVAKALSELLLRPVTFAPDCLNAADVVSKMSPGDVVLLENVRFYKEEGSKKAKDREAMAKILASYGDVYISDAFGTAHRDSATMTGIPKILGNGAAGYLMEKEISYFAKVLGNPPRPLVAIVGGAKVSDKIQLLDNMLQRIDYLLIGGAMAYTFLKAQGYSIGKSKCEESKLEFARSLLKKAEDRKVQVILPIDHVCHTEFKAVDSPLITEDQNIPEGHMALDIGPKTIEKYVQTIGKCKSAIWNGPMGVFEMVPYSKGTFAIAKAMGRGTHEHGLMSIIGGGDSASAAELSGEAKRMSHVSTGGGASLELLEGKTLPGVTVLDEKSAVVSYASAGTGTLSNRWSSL
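Luminescent ATP detection (Kinase-Glo Plus) follows a 60-minute room-temperature incubation, with wells lacking PGK as controls. Buffer: 100 mM TEA (pH 7.6), 5 mM MgCl2, 0.01% Tween-20. Coupling enzyme GAPDH (100 nM final) supplies unstable 1,3-BPG in-well.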
* = called active by the depositor; i = inactive; ? = inconclusive; . = no result given; & = joins results of further samples; [ ] = dose if it differs, or a comment. Unless noted, calls follow the shape of the dose curve; as a rule, active = well fitted curve in the direction sought with a large enough effect; inconclusive = small, poorly fitted or top-dose-only effect, or another doubt; inactive = no such curve, though single readings can be large; an effect the other way counts as inactive or inconclusive. Potency is read from the fitted curve at half-maximal effect. An excerpt; count on the stated rates, not on these rows.

SMILES	RGS4 inh	HP1b binding inh	GLS inh	ERG Ets-DNA blk	JMJD2A Tudor inh	12-LOX inh	Pin1 inh	TrxR1 inh	Tb PGK inh
O=C(Cn1c(=O)oc2cc(S(=O)(=O)N3CCCCC3)ccc21)NCc1ccc(Cl)cc1	-7%	7%	5%	2%	-22%	-3%	5%	23%	-10%
CCC(=O)Nc1nc2c(c(=O)[nH]1)CCCC2	-18%	2%	-4%	27%	-7%	-11%	-14%	14%	-4%
COc1ccc(-c2nc3c(c(SCC(=O)N(C)c4ccccc4)n2)Cc2cc(C)ccc2O3)cc1	1%	37%	1%	-1%	-8%	-9%	-3%	10%	-7%
Cc1cccc(-c2nc(CS(=O)CC(=O)NC3CCCC3)c(C)o2)c1 (stereo unspecified)	6%	35%[activator]	9%	11%	-1%	33%[activator]	6%	?	3%
COC(=O)CCC(=O)CN	-8%	55%[activator]	-13%&-1%	15%	1%	2%	0%	-19%	-4%
Cc1ccc(S(=O)(=O)N(C)CC(=O)NCCCc2ccccc2)cc1	-7%	44%[activator]	-9%	-4%	0%	-10%	-9%	18%	-8%
COc1ccc(CCNC(=O)[C@@H](NC(=O)N2CCn3c2nc2ccccc23)C(C)C)cc1OC	33%	23%	3%	-2%	-10%	1%	4%	5%	4%
Cc1ccc(S(=O)(=O)NCc2ccccc2)cc1C(=O)N1CC(C)CC(C)C1 (stereo unspecified)	-37%	30%	-11%	.	-16%	-3%	-4%	-3%	-3%
Cc1cnc(C(=O)Nc2nnc(C3CC3)s2)cn1	8%	17%	.	-2%	-7%	?	3%	-9%	-1%
COc1ccc(Cl)cc1NC(=O)COC(=O)CCCN1C(=O)c2ccccc2C1=O	9%	16%	4%	1%	-22%	24%	7%	9%	-4%
CCS(=O)(=O)N1CCC(C(=O)NCCCOC)CC1	-33%	21%	6%	.	-19%	6%	12%	3%	3%
CCOc1ccc(NC2c3ccccc3C(=O)N2Cc2ccco2)cc1 (stereo unspecified)	-25%	?	17%	-1%	45µM*	-1%	-2%	-5%[57.1 µM]	-8%

Among those listed so far, 3 have an aryl methoxy group.
SMILES	RGS4 inh	HP1b binding inh	GLS inh	ERG Ets-DNA blk	JMJD2A Tudor inh	12-LOX inh	Pin1 inh	TrxR1 inh	Tb PGK inh
COc1ccc(-c2nc3c(c(SCC(=O)N(C)c4ccccc4)n2)Cc2cc(C)ccc2O3)cc1	1%	37%	1%	-1%	-8%	-9%	-3%	10%	-7%
COc1ccc(CCNC(=O)[C@@H](NC(=O)N2CCn3c2nc2ccccc23)C(C)C)cc1OC	33%	23%	3%	-2%	-10%	1%	4%	5%	4%
COc1ccc(Cl)cc1NC(=O)COC(=O)CCCN1C(=O)c2ccccc2C1=O	9%	16%	4%	1%	-22%	24%	7%	9%	-4%

Following part:
SMILES	RGS4 inh	HP1b binding inh	GLS inh	ERG Ets-DNA blk	JMJD2A Tudor inh	12-LOX inh	Pin1 inh	TrxR1 inh	Tb PGK inh
Cc1ccc(NC(=O)Cn2cnc3cc([N+](=O)[O-])ccc3c2=O)cc1	13%	20%	-1%	11%	-20%	3%	-2%	14%	-3%
COc1cc(OC)c(NS(=O)(=O)c2cc3[nH]c(=O)c(=O)[nH]c3cc2C)cc1Cl	-14%	52%[activator]	23%	-2%	-5%	-3%	-8%	16%	5%
O=C(NCc1ccccc1)c1cccc(S(=O)(=O)NCc2ccccc2)c1	-10%	23%	18%	.	-15%	-18%	-2%	-2%	1%
O=C(CN1CCN(CC(=O)Nc2ccccc2F)CC1)Nc1cccc(F)c1	3%	31%	-4%	-1%	5%	-14%	-2%	-13%	-4%
CCCCOc1ccc(C(=O)N/C(=C/C=C/c2ccccc2)C(=O)NCCCO)cc1	3%	-7%	-8%	-2%	?	?	0%	13%[57.1 µM]	i
Cc1nc2c(ccc3nc(NC(=O)Cc4cccc5ccccc45)sc32)s1	-13%	45%[activator]	0%	-1%	-26%	-29%	40%[activator]	9%	8%
CSc1ncccc1C(=O)NCc1ccccc1Cl	-5%	33%	9%	-3%	9%	4%	2%	11%	3%
COc1ccc(C(O)(C(C)C)C(CN2CCOCC2)c2ccccc2)cc1 (stereo unspecified)	-8%	25%	1%	-7%	-20%	-3%	0%	7%	-7%
COc1ccc(N/C=C/C(=C(C#N)C#N)N(C)C)cc1	26%	26%	-4%	4%	-16%	-7%	-1%	-7%[57.1 µM]	10%
O=C(c1ccc(Cl)cc1)c1oc2ccccc2c1CS(=O)c1ccc(Cl)cc1 (stereo unspecified)	-21%	-3%	-7%	-6%	-17%	4.5µM*	1%	24%	-1%
CCCc1ccc(C(=O)CCC(=O)NNC(=O)c2ccncc2)cc1	-19%	46%[activator]	3%	3%	9%	13%	5%	3%	-7%
COc1ccccc1C(=O)N1CCN(c2cccc(Cl)c2)CC1	-21%[11.4 µM]	-6%	-2%	-3%	-30%[11.4 µM]	6%	-3%	9%[57.1 µM]	-10%
CC(=O)c1ccc(N(C(=O)CNC(=O)c2ccco2)C(C(=O)NC2CCCC2)c2ccncc2)cc1 (stereo unspecified)	-3%	5%	-4%	-3%	-12%	-6%	-3%	15%[57.1 µM]	-8%
COc1ccc(C(C)=O)cc1CSc1nc(NCc2ccccc2)c2ccccc2n1	?	16%	2%	5%	-24%	-18%	9%	13%[57.1 µM]	-8%
O=C(/C=C/c1cccc(Cl)c1)OCc1cn2cc(Cl)ccc2n1	-41%	23%	0%	-1%	-8%	-9%	35%[activator]	20%[57.1 µM]	-3%
COCc1cc(=O)n2[nH]c(C)cc2n1	-16%	11%	-1%	-1%	-26%	52%	1%	19%	-8%
O=C1c2ccccc2S(=O)(=O)c2cc(C(=O)N3CCC(N4CCCC4)CC3)ccc21	-8%	26%	-13%	-19%	-10%	29%	1%	7%[57.1 µM]	-10%
O=C(CN1CCNC(=O)C1)NCCc1ccc(Cl)cc1Cl	8%	31%	-2%	-22%	10%	-8%	-2%	14%	i
C/C(CC(C)(C)c1ccccc1)=N\NS(=O)(=O)c1ccccc1	-47%	39%[activator]	1%	-10%	-7%	-10%	1%	14%[57.1 µM]	i
O=C(CSc1nnc(-c2cccnc2)o1)Nc1cccc(F)c1	-4%	24%	5%	-3%	4%	-24%	1%	-4%[57.1 µM]	1%
Cc1ccc(NC(=O)CSc2nc3c([nH]c4ccccc43)c(=O)n2-c2ccccc2)cc1Cl	-19%	18%[57 µM]	-23%	2%	-10%	-3%	17%	10%[57.1 µM]	-2%
O=S(=O)(Nc1ccc(-c2ccc(N3CCOCC3)nn2)cc1)c1ccc(Cl)c(Cl)c1	-21%	15%	7%	11%	-28%	-22%	4%	-11%[57.1 µM]	-1%
O=C(COC(=O)c1ccc2c(c1Cl)C(=O)c1ccccc1C2=O)NC1CCCCC1	1%	-3%	0%	-8%	?	-15%	4%	11%	i
Cc1[nH]c2ccc(F)cc2c1CCNC(=O)C1CCCCC1C(=O)OCC(F)(F)F (stereo unspecified)	-36%	6%	63%[activator]	?	-32%	-8%	3%	32%[57.1 µM]	-4%
O=C(Nc1ccc2nc(-c3ccc(Br)o3)[nH]c2c1)c1ccco1	9%	1%	12%	-2%	-34%	-7%	1%	-54%	-5%
COc1ccc(NC(=O)Cn2cnc3c(nc4n3CCCCC4)c2=O)cc1Cl	11%	24%	5%	?	-6%	-25%	0%	1%	-13%
O=C(Cn1cnc([N+](=O)[O-])n1)N/N=C/c1ccccc1O	12%	50%[activator]	29%	11%	?	-11%	3%	3%	-6%
CN1CCCC(OC(=O)COc2ccc(Br)cc2)C1 (stereo unspecified)	-15%	38%	4%	-5%	-8%	1%	-10%	7%	-2%
COc1ccc(/C=C2\SC(=S)N(Cc3cccnc3)C2=O)cc1C	13%	-51%	6%	15%	?	7%	14%	20%	-3%
CCOc1ccc(C(CC(=O)O)NC(=O)Cc2ccc(Cl)cc2)cc1 (stereo unspecified)	9%	-1%	2%	?	-8%	0%	19%	24%	-3%
CCOC(=O)C1=C(C)N(CCCC(=O)NCc2ccc3c(c2)OCO3)C(=O)NC1c1ccc(Br)cc1 (stereo unspecified)	1%	16%	4%	8%	-21%	-26%	-11%	13%	i
CCN(c1ccc(OC)cc1)S(=O)(=O)c1ccc(-c2ccc(=O)[nH]n2)o1	-11%	16%[57 µM]	3%	-4%	-2%	-14%	13%	7%	i
CC(C)C1Oc2ccccc2N(CC(=O)N(Cc2ccccn2)C2CC2)C1=O (stereo unspecified)	-41%[56.9 µM]	11%	-3%	0%	-12%[57.1 µM]	0%	-3%	-1%	-5%
COc1ccc2[nH]c(=O)c(CN(C(=O)c3ccncc3)C(C)(C)C)cc2c1	-20%	22%	-9%	-1%	-4%	0%	11%	6%	i
CCCC(c1nnnn1C1CCCC1)N1CCN(C(=O)c2ccco2)CC1 (stereo unspecified)	-11%	4%	5%	4%	?	-17%	-5%	-7%[57.1 µM]	4%
O=C(NCc1ccco1)C1CC(=O)N(CCc2ccccc2)C1 (stereo unspecified)	-21%	9%	1%	1%	-14%	1%	-2%	2%	7%
CCOC(=O)CN(c1ccccn1)S(=O)(=O)c1ccccc1	-2%	27%	6%	0%	-16%	0%	1%	-14%	-6%
N#C/C(=C/c1ccc(-c2ccc(S(=O)(=O)N3CCOCC3)cc2)o1)C(=O)NC1CC1	-25%	-13%	-8%	7%	-28%	-18%	19%	-4%	-8%
